SUMO Mot1 rescue: SUMOylation pathway inhibition by Mot1-301 growth rescue; S. cerevisiae Mot1-301 growth rescue, ATP luminescence, 38.5C; percent above DMSO median, 100 means doubled; growth rescue, % at 18.8 µM; 320,000 compounds, 1% hits; AID 2716;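 active means every valid replicate shows activation above 250% relative to neutral control wells; inactive means the rest, any valid replicate at or below 250%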;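 further: OY570 slx delta 5 strain wells were the positive control but not used for scaling; some compounds called inactive have numbers as strong as hits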
SR-BI DiI inh: mouse SR-BI HDL lipid transfer inhibition. Q61009. ldlA[mSR-BI] CHO cells, DiI-HDL uptake fluorescence, 3 h. inhibition, % at 12.5 µM. 320,000 compounds, 0.96% hits;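 active means mean replicate inhibition of at least 70% and a set share of replicates each scoring 70 or more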;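 further: 0% = median of neutral control wells and 100% = median of positive control wells; values of inactives mirror those of a sister screen read the other way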
Target sequence (Q61009 whole entry, looked up): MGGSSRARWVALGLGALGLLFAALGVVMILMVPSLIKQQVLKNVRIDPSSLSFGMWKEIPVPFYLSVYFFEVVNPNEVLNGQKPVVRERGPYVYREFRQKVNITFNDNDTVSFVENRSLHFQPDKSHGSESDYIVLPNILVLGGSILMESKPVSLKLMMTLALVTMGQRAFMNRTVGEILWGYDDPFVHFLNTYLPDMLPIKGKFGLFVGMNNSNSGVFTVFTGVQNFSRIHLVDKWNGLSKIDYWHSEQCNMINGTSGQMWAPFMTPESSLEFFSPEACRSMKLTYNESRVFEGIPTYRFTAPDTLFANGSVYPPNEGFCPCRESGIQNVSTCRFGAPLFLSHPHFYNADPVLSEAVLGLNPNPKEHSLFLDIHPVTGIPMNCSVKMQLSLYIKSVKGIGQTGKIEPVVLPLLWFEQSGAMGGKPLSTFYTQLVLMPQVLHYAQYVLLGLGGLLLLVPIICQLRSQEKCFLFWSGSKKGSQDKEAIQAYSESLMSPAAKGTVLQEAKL
SR-BI uptake up: activators of SR-BI mediated HDL lipid uptake. activation, % at 12.5 µM. CHO ldlA[mSR-BI] cells, DiI-HDL uptake fluorescence, 3 h; 100 = double the neutral-control signal. 320,000 compounds, 0.096% hits;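 active means mean replicate activation of at least 60% and every replicate at or above 60%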;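 further: 0% = median plate neutral-control signal and 100% = twice that signal; values of inactives mirror those of a sister screen read the other way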
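Material – SR-BI-overexpressing, LDLR-lacking CHO cells · Medium – BSA-supplemented, HEPES-buffered Ham's F12, pH 7.4 · Doses – single concentration · Times – compound with DiI-HDL co-incubation, 3 h at 37 °C · Measured by – bottom-read fluorescence, 550/595 nm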
MITF TRPM1 HTS: activators of MITF-driven TRPM1 promoter activity in SK-MEL-5 cells. AID 588334. 300,000 compounds, 0.75% hits. SK-MEL-5 TRPM1-promoter luciferase, 24 h; % of positive control, neutral wells = 0. activation, % at 12.5 µM;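 active means mean activation of at least 80% with every replicate also reaching 80%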;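 further: 0% = neutral control wells and 100% = parthenolide positive control wells; values of inactives mirror those of a sister screen read the other way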
PKA-R2B act: activators of human PKA-R2B complex | AID 504700 | 340,000 compounds, 0.079% hits | PKA-R2B holoenzyme dissociation, Cy5-IP20 fluorescence polarization; R2B truncated from residue 108, S112A mutant; 0% DMSO only, 100% 113 µM cGMP | activation, % at 11.4 µM;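 active means activation above a cutoff set at the mean over all compounds plus 3 SD, cut at about 18% in these data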;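 further: higher means more holoenzyme dissociation and a rise in polarization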
Target sequence (P31323 whole entry, looked up, other chains not shown, the tested form may be a part): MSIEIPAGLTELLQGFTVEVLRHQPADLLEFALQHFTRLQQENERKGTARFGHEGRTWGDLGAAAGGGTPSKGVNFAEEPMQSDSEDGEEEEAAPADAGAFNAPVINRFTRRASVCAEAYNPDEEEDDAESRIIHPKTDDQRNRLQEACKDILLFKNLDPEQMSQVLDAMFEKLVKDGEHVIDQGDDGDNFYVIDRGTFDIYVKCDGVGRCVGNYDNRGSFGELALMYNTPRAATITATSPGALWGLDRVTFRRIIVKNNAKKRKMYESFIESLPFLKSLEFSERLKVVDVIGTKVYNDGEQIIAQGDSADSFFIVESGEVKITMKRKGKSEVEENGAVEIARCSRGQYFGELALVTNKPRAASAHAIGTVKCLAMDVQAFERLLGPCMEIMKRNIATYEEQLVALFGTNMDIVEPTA
PKA-R1A act: activates the PKA-R1A holoenzyme complex; P00514+P68181; PKA-R1A dissociation, Cy5-IP20 fluorescence polarization; scaled: DMSO 0%, 113 µM cGMP 100%; 340,000 compounds, 0.083% hits; AID 504707; activation, % at 11.4 µM;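 active means percent activation above the mean of all tested compounds plus 3 SD, cut at about 19% in these data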;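 further: higher means more PKAc released from R1A so a rise in polarization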
Pemphigus Ab inh: inhibitors of pemphigus antibody binding to human desmoglein-3; DSG3-coupled beads, scFv-anti-DSG3-GFP binding, flow cytometry; active compounds read low; binding (percent of control), % at 10 µM; 310,000 compounds, 0.48% hits; AID 588358;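 active means binding more than 3 SD below its plate's average and above zero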;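 further: hits lower antibody fragment binding to DSG3; some compounds called inactive have numbers as strong as hits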
NSD2 HMT inh: blocks human histone methyltransferase NSD2; O96028; NSD2 peptide methylation, AlphaScreen, 120 min; inhibition, % at 12.5 µM; 310,000 compounds, 0.54% hits; AID 743445; in the data active means inhibition above about 50%
dFosB act: activators of mouse delta FosB homodimer. P13346. purified delta FosB, TAMRA-CDK5 oligo fluorescence polarization; percent of positive-control signal above neutral wells. activation, % at 25 µM. 340,000 compounds, 0.99% hits;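 active means mean activation above about 17%, with every replicate also reaching it, limit read from the data, passing the limit was not always enough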;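 further: fluorescence polarization rise as delta FosB binds a TAMRA Cdk5 AP-1 oligo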
CDK5 inh: inhibitors of human CDK5/p35 kinase; Q00535+Q15078; Recombinant CDK5/p35, ADP-Glo luminescence, 60 min; inhibition, % at 10 µM; 330,000 compounds, 0.01% hits; AID 488839;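 active means highest replicate inhibition of at least 50% and at least 75% of replicates reaching 50%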;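 further: plate controls were DMSO neutral control for no effect and GW8510 at 10 µM for full effect; many of its hits are not listed in these tables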
Arrestin-AP2 inh: human beta-arrestin and AP2 interaction inhibition; inhibition, % at 10 µM; 340,000 compounds, 0.31% hits; AID 504490; FITC-arrestin peptide / GST-AP2 beads, flow cytometry; AP2 beta2 appendage carries R879A mutation;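 active means inhibition above a set limit, near 3 SD of compounds lacking own fluorescence, cut at about 54% in these data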;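 further: plate controls were DMSO wells for no effect and 5 µM unlabelled arrestin peptide for full effect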
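Material – AP2 appendage R879A on GSH beads · Buffer or medium – PBS with 0.05% Tween 20 and 0.1% BSA · Probe or stimulus – fluorescein-tagged arrestin peptide at 50 nM final · Incubation – compound with beads 12 min RT, then probe 1 h RT · Detection – high-throughput flow cytometry of beads, ex 488, em 535 nm · Evaluation – percent response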
* = called active by the depositor; x = not tested or not shown.

#	PKA-R1A act	SUMO Mot1 rescue	NSD2 HMT inh	PKA-R2B act	SR-BI DiI inh	dFosB act	Pemphigus Ab inh	CDK5 inh	MITF TRPM1 HTS	SR-BI uptake up	Arrestin-AP2 inh	Structure
1	13	27	0	1	-13	3	x	0.6	20	13	-1	CC1CCCC(NC(=O)c2cccs2)C1C (configuration not stated)
2	-4	24	6	11	-5	-7	x	0.1	x	5	14	COc1cccc(C2=NO[C@@H]3C(=O)N(Cc4ccccc4)C(=O)[C@H]23)c1OC
3	6	-9	-3	3	2	-16	97	-0.5	-4	-2	14	CCOC(=O)c1sc2ncn(/N=C/c3cccnc3)c(=O)c2c1C
4	-7	-12	x	-15	-1	-4	103	-1.3	7	1	1	C[C@@H]1CN([C@H](C)CO)C(=O)Cc2cc(NC(=O)CCC(F)(F)F)ccc2O[C@@H]1CN(C)C(=O)Nc1ccccc1
5	4	1	-6	-10	7	-3	107	-0.9	5	-7	8	Cc1cc(Nc2ccccc2)n(-c2ccc(C(=O)O)cc2)n1
6	-1	26	-1	-3	-17	-1	103	-0.3	3	17	5	COC(=O)C(O)(CC(=O)Nc1ccc(OC(F)(F)F)cc1)C(F)(F)F (configuration not stated)
7	1	2	6	8	-14	0	115	1.0	-7	14	8	CCCCS(=O)(=O)Nc1ccc(C)cn1
8	5	x	1	-3	6	7	162	1.1	8	-6	28	O=C(C[n+]1cccc(C(=O)N/N=C/c2cccc([N+](=O)[O-])c2)c1)c1ccccc1
9	-15	1	-2	-10	5	-2	99	-1.9	-2	-5	-20	COC(=O)C1(C)CN(S(=O)(=O)c2ccc(C)cc2)c2cc(OC)ccc2C1=O (configuration not stated)
10	-18	11	-5	-1	11	-6	93	0.7	-8	-11	-5	CCc1ccc(N(CC(=O)NC2CCCC2)C(=O)CCC(=O)Nc2cc(C)on2)cc1
11	4	15	0	-3	20	-6	105	1.5	-5	-20	-3	COc1ccc(Cl)cc1NC(=O)CN(C)CC(=O)Nc1ccc(S(N)(=O)=O)cc1
12	-15	64	1	-11	-9	-4	98	-0.5	x	9	2	CCCCCc1ccc(-c2ccc(C(=O)O)cc2)nc1
13	-14	88	x	6	-3	-9	102	0.6	-3	3	-4	CCN(CC)CCNC(=O)c1ccc(NC(=O)CC(NC(=O)c2ccccc2Cl)c2ccccc2)cc1 (configuration not stated)
14	-4	-10	0	-18	3	-10	x	-3.0	6	-3	-6	Cc1cc(C)c(S(=O)(=O)N2CCOC2CNC(=O)C(=O)NCCCN2CCCC2=O)c(C)c1 (configuration not stated)
15	3	-4	0	-8	-33	-2	96	1.0	2	33	-4	CC1CCCC(NC(=O)CSc2nnnn2C)C1C (configuration not stated)
16	2	-2	-1	3	-28	4	105	0.9	8	28	-1	CCSc1nnc(NC(=O)CSc2ncccn2)s1
17	6	x	0	7	-8	0	96	-0.8	3	8	43	CC(C)C[C@@H](NC(=O)C1CCC(CNC(=O)[C@H](Cc2ccccc2)NC(=O)OC(C)(C)C)CC1)C(=O)O (some centres not stated)
18	9	0	1	-6	15	-4	x	0.9	x	-15	9	COCCN(C(=O)CN1CCc2ccccc2C1)c1c(N)n(Cc2ccccc2)c(=O)[nH]c1=O
19	4	4	22	7	12	-8	101	0.8	1	-12	-1	CCCCn1c(N)c(N(CCOC)C(=O)c2cccc(OCc3ccccc3)c2)c(=O)[nH]c1=O
20	-2	69	-3	-9	-4	2	x	-1.2	x	4	12	CC(NC(=O)C1CCC1)c1ccccc1 (configuration not stated)

Next section:
#	PKA-R1A act	SUMO Mot1 rescue	NSD2 HMT inh	PKA-R2B act	SR-BI DiI inh	dFosB act	Pemphigus Ab inh	CDK5 inh	MITF TRPM1 HTS	SR-BI uptake up	Arrestin-AP2 inh	Structure
21	-1	-5	-1	2	x	-7	101	-1.8	-2	x	1	Cc1ccc(C(=O)NNC(=O)/C=C\C(=O)O)cc1
22	-2	7	2	-7	x	0	x	1.2	-1	x	-8	O=C(NCc1ccco1)C(c1ccco1)N(C(=O)Cn1nnc2ccccc21)c1ccc2c(c1)CCC2 (configuration not stated)
23	-17	-17	x	4	-5	-1	69	1.4	x	5	-1	CCc1ccc(S(=O)(=O)NCc2cn3c(C)csc3n2)s1
24	-1	-16	-1	3	48	-1	107	-1.2	13	-48	-13	Cc1cc(=O)[nH]c(SCC(=O)Nc2ccc(S(N)(=O)=O)cc2)n1
25	1	46	-3	-4	-11	-7	96	0.8	x	11	22	O=C(c1ccc(F)cc1)N1CCN(C2CC3CCC2C3)CC1 (configuration not stated)
26	-8	-26	0	-18	-35	-7	94	0.0	-1	35	-12	O=S(=O)(Nc1ccc(-c2ccc3nncn3n2)cc1)c1cccc(F)c1
27	10	x	1	-9	-15	-3	99	0.6	17	15	1	CCc1ccc(CN2C(=O)c3ccccc3C2C(=O)NCC2CCCO2)cc1 (configuration not stated)
28	10	-1	-2	-1	2	-6	99	-1.3	3	-2	25	Cc1cc(C)c(S(=O)(=O)N2CCOC2CNC(=O)C(=O)NCCCN2CCOCC2)c(C)c1 (configuration not stated)
29	-8	-21	-1	-7	-16	-3	94	1.3	-2	16	1	Cc1cn(CCOc2ccc(Cl)cc2)c(=O)[nH]c1=O
30	6	-3	25	-5	x	-10	93	-2.4	49	x	10	CCOC(=O)c1sc(Nc2ccccc2Cl)nc1C
31	-16	15	-5	-8	-2	0	104	4.7	6	2	31	COc1cc(CNCc2ccccn2)ccc1OCC(N)=O
32	-5	1	-4	-11	-3	-2	x	0.8	-7	3	45	CCn1nc(C(C)C(=O)O)c2ccccc2c1=O (configuration not stated)
33	-10	-14	1	-6	0	-3	102	-0.5	-3	0	8	O=C(Nn1cnnc1)c1ccc(F)cc1
34	-2	51	-2	3	-1	-9	96	-0.6	11	1	-1	COc1ccccc1NC(=O)COc1cccc2c1CCNC2=O
35	3	-6	-4	5	65	-8	102	-3.5	-2	-65	-7	COCCN(C(=O)COC(=O)CCc1ccccc1OC)c1c(N)n(Cc2ccccc2)c(=O)[nH]c1=O
36	-1	-4	0	-2	-15	-9	101	-0.4	-5	15	-10	Cc1nonc1OCC(C)(COc1nonc1C)NC(=O)c1ccccc1
37	-11	596*	39	6	-30	-1	90	-2.6	-5	30	-3	O=C(COC(=O)CNC(=O)c1ccc(Cl)cc1)Nc1ncc(C(F)(F)F)cc1Cl
38	-7	-30	-1	0	x	-3	126	0.9	-7	x	-11	CC(OC(=O)CCC(=O)c1cccs1)C(=O)Nc1ccc(Cl)cn1 (configuration not stated)
39	-12	11	-1	2	4	-2	105	-2.7	5	-4	-6	Cn1c(CCC(=O)Nc2ccc(F)cc2)nc2cc(S(=O)(=O)N3CCOCC3)ccc21
40	-10	-8	-1	-17	-4	-4	99	-3.7	74	4	10	Cc1ccc(Nc2ncccc2C(N)=O)cc1

The list continues:
#	PKA-R1A act	SUMO Mot1 rescue	NSD2 HMT inh	PKA-R2B act	SR-BI DiI inh	dFosB act	Pemphigus Ab inh	CDK5 inh	MITF TRPM1 HTS	SR-BI uptake up	Arrestin-AP2 inh	Structure
41	-11	5	-1	2	-7	-12	98	0.1	-5	7	-6	COc1ccc(-n2ncc(C(=O)NC3CC3)c2C2CCN(C(=O)OC(C)(C)C)CC2)cc1
42	-2	-78	0	-10	-13	0	102	0.7	-9	13	14	CC(NC(=O)C1CCN(C(=O)[C@@H]2Cc3ccccc3CN2)CC1)c1ccccc1 (some centres not stated)
43	4	x	x	-2	x	-20	110	0.2	-1	x	16	CC(C)C[C@@H](CN)NC(=O)c1nc[nH]c1C(=O)N[C@@H](C)C(=O)CNC[C@H](CC(C)C)NC(=O)c1nc[nH]c1C(=O)N[C@@H](Cc1ccccc1)C(=O)O
44	4	-8	-2	1	16	1	x	0.4	-4	-16	3	COc1ccc(NS(=O)(=O)c2cccc(C(=O)NNC(=O)c3ccc(C)o3)c2)cc1
45	-8	-7	0	-20	20	-16	95	-0.1	-2	-20	16	CCOc1ncccc1C(=O)OCC(=O)Nc1ccc(C)c(S(=O)(=O)N2CCOCC2)c1
46	-3	-6	3	-6	31	1	129	0.0	2	-31	8	O=C(N/N=C/c1ccc(Cl)cc1Cl)c1ccc2nc[nH]c2c1
47	-9	5	4	-8	-46	1	100	-0.9	10	46	-3	COc1ccc(NC(=O)c2cccnc2N2CCCC2)cc1
48	3	457	-2	-16	3	-4	53	3.8	121*	-3	-10	Cc1nc2ccc(NC(=O)Cc3ccccc3F)cc2s1
49	-9	2	-1	1	-19	-3	92	0.4	44	19	1	O=C(COc1ccccc1N1C(=O)c2ccccc2C1=O)c1ccc(Cl)cc1
50	1	249	-3	-8	32	2	x	-0.2	-21	-32	47	CC(=O)N1c2ccc(S(=O)(=O)N3CCC(C(=O)N4CCN(c5cc(Cl)ccc5C)CC4)CC3)cc2CC1C (configuration not stated)
51	-12	-8	0	-6	-16	-5	127	-0.6	-1	16	-2	COCCCNC(=S)NNC(=O)c1ccoc1C
52	-5	-7	1	-2	-25	4	89	0.8	-8	25	5	CSCC[C@H](NC(=O)COc1cc2c(c3oc(=O)c(C)c(C)c13)CCC(C)(C)O2)C(=O)O

High-throughput results (PubChem BioAssay)

Outcome played no part in choosing rows, and some 4.7% of all compounds hit somewhere here.
